SDO1 yeast rescue: growth rescue of sdo1-depleted yeast, primary screen, S. cerevisiae, bone marrow failure model. S. cerevisiae sdo1-depleted JHY4D growth rescue, OD600 30 h; stronger effect = higher value; pdr5 snq2 efflux-pump mutant strain. actives 0.21% (n = 140,000). AID 817, 2007. z-score at 10 µM;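 active = z-score above 3 at both the 24 hr and the 30 hr optical density reads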;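 also: z-score against mean and SD of all compound wells on the same plate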
Insulin prom inh: inhibitors of insulin promoter-driven GFP, primary screen, imaging, TRM-6 cells (human fetal islet line), eGFP reporter, cell count; inhibition, % at 2 µM; actives 0.9% (n = 130,000); AID 1273, 2008; reporter expression induced with tamoxifen;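 active = inhibition above the mean plus 3 SD, with well images judged a real hit on visual review, cut at about 60% in these data, passing the limit was not always enough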
SDO1 yeast rescue Rescue 24 h: also measured in SDO1 yeast rescue; calls as there; z-score; S. cerevisiae sdo1-depleted JHY4D growth rescue, OD600; measured here: growth rescue at 24 h;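 0 is the plate mean of compound wells and units are plate SD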
Starred values were filed as active, the others as inactive; x = not tested or not shown.

Each structure is followed by: SDO1 yeast rescue | SDO1 yeast rescue Rescue 24 h | Insulin prom inh
> CN1C(=O)/C(=C/c2cccc(Cl)c2)Sc2ccc(C(=O)NCc3cccnc3)cc21
→ x | x | -60
> O=C(CN(c1ccc(Cl)c(C(F)(F)F)c1)S(=O)(=O)c1ccccc1)N1CCOCC1
→ -0.58 | -0.79 | -61
> Cc1ccc(S(=O)(=O)N2CCCCC2C(=O)N2CCN(Cc3ccccc3)CC2)cc1 (stereo unspecified)
→ 0.16 | -0.95 | x
> COc1ccc(NC(=S)N(CCc2c(C)[nH]c3ccc(C)cc23)Cc2ccco2)cc1
→ -1.1 | -0.93 | -5
> O=C(Nc1ccc(S(=O)(=O)NCCc2ccccc2)cc1)c1ccco1
→ -0.45 | -0.42 | 31
> O=C1CSC(=S)N1CC1CCCO1 (stereo unspecified)
→ -0.01 | -0.54 | x
> COc1ccc(N=c2scc(-c3ccc(OC)cc3)n2CCO)cc1
→ -1.2 | -0.75 | 0
> CCC1=NN(C(=O)C(=O)Nc2ccccc2OC)C(O)(C(F)(F)F)C1 (stereo unspecified)
→ -0.13 | -0.88 | 10
> Cn1nc(-c2ccc(Cl)cc2)c2cc(C(=O)N3CCOCC3)sc21
→ 0.51 | 0.83 | x
> CCn1nc2cc(C(=O)NCc3cc(C(F)(F)F)cc(C(F)(F)F)c3)ccc2c1OC
→ 0.35 | 0.88 | x
> COc1ccc(CC(=O)NCc2ccc3c(c2)cc(C)n3C)cc1OC
→ x | x | 19
> Cn1c(=O)[nH]c(=O)c2c1nc(NC1CCCCC1)n2Cc1ccccc1
→ -0.28 | -0.24 | x
> CCOC12CC(C)(C)CC(C)(CC3=C1C(=O)CC(C)(C)C3)C2 (stereo unspecified)
→ -0.96 | -1.2 | 74*
> CCc1nnc(NC(=O)CSc2nnc(-c3cccnc3)n2CCc2ccccc2)s1
→ 1 | 0.69 | x
> CCn1c(CSc2nnc3ccccn23)nc2cc(C(=O)O)ccc21
→ 0.62 | 0.21 | x
> Nc1cc(C(F)(F)F)cc2c1SCC(=O)N2
→ -0.04 | -0.7 | -29
> COc1ccc(/C=C/CN2CCCC(CCC(=O)NCc3ccc(F)c(F)c3)C2)cc1 (stereo unspecified)
→ x | x | -142
> O=C(NCCN1CCOCC1)c1ccc(Cl)c(S(=O)(=O)N2CCCCCC2)c1
→ 1.1 | 0.07 | 0
> COc1ccc(/C=C2\SC(N3CCc4ccccc4C3)=NC2=O)cc1OC
→ -1.4 | -2.2 | 11
> CN(C)c1nc(Oc2ccc(=O)n(-c3ccccc3)n2)nc(N2CCOCC2)n1
→ 0.25 | -0.04 | 35
> [O-][n+]1ccccc1SC/C=C/c1ccccc1
→ x | x | -127
> CC1CCN(CCCNC(=O)c2ccc3c(=O)n(Cc4ccc(Cl)cc4)c(=S)[nH]c3c2)CC1
→ x | x | 0
> CC1(c2cnc(Nc3ccccc3)s2)CCC(=O)O1 (stereo unspecified)
→ -0.16 | -0.64 | 40
> Cc1ccc(C)c(Oc2nnnn2-c2ccccc2)c1
→ -0.52 | 1.1 | 9
> CCCS(=O)(=O)n1nc(-c2ccc(Br)cc2)cc1N
→ 0.53 | 0.42 | x
> Cc1ccc(SCCNS(=O)(=O)c2ccc(F)cc2)cc1
→ -0.84 | 0.17 | -91
> N/C(=N\OS(=O)(=O)c1ccc(Cl)cc1)c1cccnc1
→ 0.45 | -0.56 | 25
> Cc1nc2n(n1)C(c1ccccc1)C1=C(CC(c3ccco3)CC1=O)N2 (stereo unspecified)
→ 0.27 | -0.18 | x
> O=c1c2ccccc2n(Cc2ccccc2F)c(=O)n1Cc1ccccc1F
→ -1.3 | -0.31 | -49
> CCOCC(=O)N1CCCC(C(=O)OCC)C1 (stereo unspecified)
→ 0.7 | 0.02 | -8

Reformatted: 3 of the compounds above.
Structure: Cc1ccc(SCCNS(=O)(=O)c2ccc(F)cc2)cc1
  SDO1 yeast rescue: -0.84 | SDO1 yeast rescue Rescue 24 h: 0.17 | Insulin prom inh: -91
Structure: Cc1nc2n(n1)C(c1ccccc1)C1=C(CC(c3ccco3)CC1=O)N2 (stereo unspecified)
  SDO1 yeast rescue: 0.27 | SDO1 yeast rescue Rescue 24 h: -0.18 | Insulin prom inh: x
Structure: O=c1c2ccccc2n(Cc2ccccc2F)c(=O)n1Cc1ccccc1F
  SDO1 yeast rescue: -1.3 | SDO1 yeast rescue Rescue 24 h: -0.31 | Insulin prom inh: -49

Remaining list, next part.
Each structure is followed by: SDO1 yeast rescue | SDO1 yeast rescue Rescue 24 h | Insulin prom inh
> CS(=O)(=O)N1CCN(c2ccc(C(=O)NC34CC5CC(CC(C5)C3)C4)cc2[N+](=O)[O-])CC1
→ -0.17 | 0.24 | x
> CSc1cccc(NC(=S)N2CCCN(Cc3ccccc3F)C2)c1
→ x | x | 12
> CNc1cc(Cl)nc(SC)n1
→ x | x | -45
> CCCCCC(=O)N/N=C/c1ccccc1[N+](=O)[O-]
→ x | x | 35
> Oc1nc(Nc2ccc(Cl)cc2Cl)sc1/C=C1\C=Nc2ccccc21
→ -1.4 | -1.6 | x
> Cc1csc(SCc2nnc(-c3ccccc3Br)o2)n1
→ -1.3 | -0.88 | x
> COc1ccccc1-c1nnc2sc(-c3cc4ccccc4o3)nn12
→ -1.2 | -0.8 | x
> CCOC(=O)c1ccc(OCc2c(C)noc2C)cc1
→ -0.2 | -0.63 | -50
> O=C(CSc1nc(-c2ccccc2)cc(C(F)(F)F)n1)NCCN1CCOCC1
→ 0.58 | 0.76 | -159
> O=C(NCCc1cccc(Cl)c1)c1ccc(Cl)c([N+](=O)[O-])c1
→ -0.74 | -0.74 | x

The closing four records of the part above come first, to join the parts.
Each structure is followed by: SDO1 yeast rescue | SDO1 yeast rescue Rescue 24 h | Insulin prom inh
> COc1ccccc1-c1nnc2sc(-c3cc4ccccc4o3)nn12
→ -1.2 | -0.8 | x
> CCOC(=O)c1ccc(OCc2c(C)noc2C)cc1
→ -0.2 | -0.63 | -50
> O=C(CSc1nc(-c2ccccc2)cc(C(F)(F)F)n1)NCCN1CCOCC1
→ 0.58 | 0.76 | -159
> O=C(NCCc1cccc(Cl)c1)c1ccc(Cl)c([N+](=O)[O-])c1
→ -0.74 | -0.74 | x
> CCOC(=O)CNc1ncc([N+](=O)[O-])cc1C#N
→ 1.2 | 1.7 | 23
> COc1ccccc1NC(=O)CSc1nnc(-c2ccoc2C)n1CCc1ccccc1
→ -0.63 | -0.78 | -19
> CC(=O)c1sc(Nc2ccc(C)cc2)nc1C
→ x | x | -49
> COc1ccc(-c2ccc(C(=S)N3CCN(C(C)=O)CC3)o2)cc1
→ -0.1 | -0.19 | 0
> Cc1ccc(-c2nnc(N3CCN(C(=O)COc4ccccc4)CC3)c3ccccc23)cc1
→ -2.5 | -2 | -25
> Cc1cccc(C(=O)NC(NC(=S)Nc2ccc(S(N)(=O)=O)cc2)C(Cl)(Cl)Cl)c1 (stereo unspecified)
→ 0.37 | 0.02 | 22
> CNC(=S)Nc1ccc(Br)cc1
→ 0.74 | 0.9 | -5
> CCn1c(=NC(=O)CSCC(=O)Nc2nccs2)sc2ccccc21
→ -0.59 | -0.59 | 11
> O=C(CN(c1ccccc1)S(=O)(=O)c1ccccc1[N+](=O)[O-])NN=C1CCCCCCC1
→ 0.67 | 0.34 | x
> Cn1c(SCc2ccc(C#N)cc2Cl)nc2ccccc21
→ -0.88 | -0.41 | 22
> Cn1c(N)c(C#N)c2c(c1=S)COC(C)(C)C2
→ 0.03 | -0.55 | 4
> O=C(Nc1ccccc1)N1CCCc2ccccc21
→ -0.13 | -0.56 | 40
> COc1nc(Oc2ccc(=O)[nH]n2)nc(N2CCOCC2)n1
→ 0.8 | 1.2 | -54
> Cc1ccc(C(=O)N2CCCCCC2)cc1Br
→ 0.17 | -0.2 | -53
> Cc1ccc(C(C(=O)NC(C)(C)C)N(C(=O)c2csnn2)C2CC2)cc1 (stereo unspecified)
→ -0.01 | 0.2 | -46
> O=c1c2ccccc2c(/C=N/n2cnnc2)c(O)n1-c1ccccc1F
→ 0.41 | -0.28 | x
> COc1ccc(-c2nc(NC(=O)CCNC(=O)c3ccco3)sc2C)cc1
→ x | x | 58
> CN(C)S(=O)(=O)N1CCN(c2ccccc2)CC1
→ 1.6 | 0.93 | 9
> CSc1ccccc1NC(=O)CSCc1ccc(C)cc1
→ -1.1 | -0.95 | x
> O=C(OCc1cn(-c2ccc(Cl)c(Cl)c2)nn1)c1ccccc1Cl
→ -0.02 | 0.96 | x
> CCOc1ccc(C(=O)CSc2nnc(C3CC3)n2C)cc1
→ 0.36 | -0.06 | -31
> Cc1nnc(NC(=O)CSc2nnc(Cc3ccccc3)n2Cc2ccccc2)s1
→ 0.13 | -0.85 | 10
> COC(=O)C1=C(C)N=C2SC(C#N)=C(N)N2C1c1cc(OC)c(OC)c(OC)c1 (stereo unspecified)
→ 0.09 | -0.07 | x
> Cc1ccc(-c2cnc(NC(=O)c3cccc(Br)c3)s2)c(C)c1
→ -1.4 | 0.06 | x
> Cc1cc(NCc2ccccn2)ccc1Br
→ -0.44 | -0.4 | 10
> COCCOC(=O)C1=C(C)NC(=O)CC1c1cc2c(cc1Br)OCO2 (stereo unspecified)
→ 1.2 | 1.5 | -16
> COc1ccc(-n2c(CCC(=O)O)ccc2-c2ccccc2)cc1
→ x | x | -71
> CN(C)S(=O)(=O)c1ccc(C(=O)Nc2nc(-c3cccs3)cs2)cc1
→ -1.1 | -0.91 | x
> CC1=Nn2c(nnc2-c2cc(C)[nH]n2)SC1
→ 0.24 | -0.14 | x
> O=C1CCC(=O)N1c1ccc(NCCc2ccccc2F)c([N+](=O)[O-])c1
→ x | x | -79
> Cc1ccccc1NN1C(=O)C=CC1=O
→ 0.6 | -0.12 | -11
> O=C(CCCOc1ccccc1)N1CCCCC1
→ -0.44 | -0.62 | -3
> CC1(C)Oc2ccc3ccc(=O)oc3c2/C(=C/Nc2ccccc2)C1=O
→ -0.17 | 0.75 | -32
> COC(=O)CCn1nnc(-c2ccc(C)cc2)n1
→ 0.14 | -0.11 | 7
> O=C(CCC(=O)OCC(=O)c1ccccc1)Nc1cccc2cccnc12
→ 0.68 | -0.34 | x
> CCOc1cc(/C=N/NC(=O)c2cccc([N+](=O)[O-])c2)ccc1OS(=O)(=O)c1ccccc1
→ -0.43 | -0.87 | x
> Cc1nn(CC(=O)Nc2ccccn2)c(C)c1Br
→ 0.84 | -0.26 | -17
> OCCN=c1cc(-c2ccccc2)oc2ccc(Cl)cc12
→ 1.6 | 0.42 | 26
> CCCC(=O)Nc1ccc(NC(=O)c2ccccc2OC)cn1
→ 1.2 | 1.4 | x
> O=C(Nc1ccc2c(c1)OCCO2)c1cnccn1
→ 0.86 | 1.5 | 57
> O=C(COc1ncnc2ccccc12)N1CCN(S(=O)(=O)c2ccc(Cl)cc2)CC1
→ -0.68 | -0.89 | -4
> CCc1cc2cc(C)cc(C)c2nc1SCC(=O)NNC(=O)c1ccco1
→ -0.15 | -0.79 | x
> CC(C)SC1=NC(C)(C)C=C(/C=C/c2ccc(Cl)cc2Cl)N1
→ -1.5 | -1.7 | -61
> CCOC(=O)CN1C(=O)C(C)(C)Oc2ccc(C(=O)Nc3ccccc3)cc21
→ -0.01 | -0.18 | x
> CC1=CCC2C(=O)N(c3ccc(Br)cc3C)C(=O)C2C1 (stereo unspecified)
→ 1.6 | 1.6 | 45
> CC(C)=N/N=c1\scc(C)n1Cc1ccco1
→ x | x | -25
> c1ccc(Nc2nc(NCC3CCCO3)c3ccccc3n2)cc1 (stereo unspecified)
→ x | x | 27
> Cc1cccc(CN(CC(=O)N/N=C/c2cccs2)S(=O)(=O)c2ccc(Cl)cc2)c1
→ -0.85 | -0.35 | -34
> Cn1c(CNC(=O)c2ccccc2F)nnc1SCc1ccc(F)cc1
→ 0.32 | 0.25 | -15
> Cc1ccccc1NC(=S)N/N=C/C(C)c1ccccc1 (stereo unspecified)
→ x | x | -7

(further entries)
Each structure is followed by: SDO1 yeast rescue | SDO1 yeast rescue Rescue 24 h | Insulin prom inh
> O=C(O)/C(=C\c1cccc(F)c1)c1ccc(S(=O)(=O)N2CCCCC2)s1
→ 0.76 | -0.11 | x
> COCCn1c(SCCCC(=O)c2ccc(Br)cc2)nnc1-c1ccncc1
→ 0.51 | 0.81 | -34
> CCCCCCC1(C)NC(=S)N(c2ccccc2)N1 (stereo unspecified)
→ x | x | 31
> O=C(CSc1ccc(-c2ccco2)nn1)NCCc1ccccc1
→ x | x | 42
> COc1cc(OC)c(-c2nn3c(C4CCCCC4)nnc3s2)cc1OC
→ -0.55 | 0.24 | -79
> COc1cccc(C(=O)Oc2cc3c4c(c2)C(C)=CC(C)(C)N4C(=O)C3=O)c1
→ -1.9 | -1.4 | -20
> O=C(NC1CCCc2ccccc21)c1cc(S(=O)(=O)N2CCOCC2)ccc1F (stereo unspecified)
→ x | x | -27
> O=C(/C=C/c1ccccc1[N+](=O)[O-])NC1CCCC1
→ x | x | 19
> Cc1ccc(N(C=NC#N)CC(=O)N2CCN(c3ccccc3)CC2)cc1
→ 2 | 2.4 | -21
> Cc1ccc(C(=O)C(OC(=O)CN2C(=O)c3ccccc3C2=O)c2ccccc2)cc1C (stereo unspecified)
→ -0.41 | 0.58 | 25
> CCN(Cc1ccccc1)C(=O)CSc1nc(C)cc(=O)[nH]1
→ x | x | -18
> CCN1CCN(C(=O)CN(c2ccccc2C)S(C)(=O)=O)CC1
→ 0.73 | 0.75 | -12
> O=C(Nc1cc(=O)[nH]c(=O)[nH]1)c1cccc(Br)c1
→ x | x | -29
> Cc1cccc(C2=NNC(=O)C(c3ccc(Cl)cc3)C2)c1 (stereo unspecified)
→ x | x | 100*

Not all compounds are listed (hit frequency here may not be typical).
